Assay outcomes: PubChem, several laboratories
BioA inh = BioA (M. tuberculosis) enzyme inhibition; AID 602481; purified M. tuberculosis BioA enzyme, plate reader; 0.096% of 360,000 active; inhibition, % at 9.99 µM; in the data active = inhibition above about 40%
UGM FP inh = blocks M. tuberculosis UGM enzyme; purified UGM, fluorescence polarization probe displacement; inhibition, % at 10 µM; P9WIQ1; 0.06% of 320,000 active; AID 504406; in the data active = inhibition above about 10%, passing the limit was not always enough
Target sequence (P9WIQ1 whole entry, looked up): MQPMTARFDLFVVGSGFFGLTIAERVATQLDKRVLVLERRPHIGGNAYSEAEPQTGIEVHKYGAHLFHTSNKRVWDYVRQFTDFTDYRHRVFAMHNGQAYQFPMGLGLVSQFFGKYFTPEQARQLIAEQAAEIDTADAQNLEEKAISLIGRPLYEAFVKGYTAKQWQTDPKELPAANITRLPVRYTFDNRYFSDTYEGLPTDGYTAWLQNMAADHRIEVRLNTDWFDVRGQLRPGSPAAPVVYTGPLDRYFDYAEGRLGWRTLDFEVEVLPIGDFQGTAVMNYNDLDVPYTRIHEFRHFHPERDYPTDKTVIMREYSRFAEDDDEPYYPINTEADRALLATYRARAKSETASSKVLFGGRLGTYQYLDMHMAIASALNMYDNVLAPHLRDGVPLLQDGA
Rv3671c protease = inhibits the M. tuberculosis serine protease Rv3671c. P9WHR9. inhibition, % at 5.96 µM. 0.048% of 320,000 active. AID 2606; in the data active = inhibition above about 38%;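 note: extracellular domain of Rv3671c used as enzyme; 0% = enzyme with DMSO and 100% = no enzyme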
Mtb FBA inh = Mtb fructose-bisphosphate aldolase inhibition; purified M. tuberculosis FBA, fluorescence read-out; inhibition, % at 1 µM; 2.3% of 360,000 active; AID 588726; in the data active = inhibition above about 27%;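 note: 0% = vehicle and 100% = reference inhibitor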
Target sequence (P9WQA3 whole entry, looked up): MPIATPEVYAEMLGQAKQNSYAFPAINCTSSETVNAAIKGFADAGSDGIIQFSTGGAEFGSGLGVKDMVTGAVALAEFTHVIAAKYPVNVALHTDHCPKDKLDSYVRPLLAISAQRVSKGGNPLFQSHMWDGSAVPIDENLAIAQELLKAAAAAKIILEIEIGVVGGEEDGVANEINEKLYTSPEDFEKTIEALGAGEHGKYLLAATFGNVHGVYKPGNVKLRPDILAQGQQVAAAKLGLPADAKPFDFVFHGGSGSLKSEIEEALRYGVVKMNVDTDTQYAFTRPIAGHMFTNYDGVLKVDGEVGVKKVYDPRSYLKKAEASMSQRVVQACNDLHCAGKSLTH
DUSP3 inh = blocks human VHR1 dual specificity phosphatase; P51452; recombinant VHR phosphatase, pNPP absorbance; inhibition, % at 13.3 µM; 0.52% of 290,000 active; in the data active = inhibition above about 50%; note: some compounds called inactive have numbers as strong as hits
Target sequence (P51452 whole entry, looked up): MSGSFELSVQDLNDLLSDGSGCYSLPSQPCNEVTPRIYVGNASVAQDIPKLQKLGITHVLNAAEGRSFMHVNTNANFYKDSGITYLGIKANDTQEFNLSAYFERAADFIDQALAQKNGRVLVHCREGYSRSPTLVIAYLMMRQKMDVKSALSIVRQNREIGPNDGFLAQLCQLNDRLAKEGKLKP
PriA SSB inh = blocks PriA binding to SSB C-terminal tail | AlphaScreen SSBct-PriA binding, biotinylated peptide | inhibition, % at 33 µM | 0.6% of 430,000 active; in the data active = inhibition mostly above about 37%, no sharp cut-off; inactive = mostly below about 20%;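 note: plate controls were negative control peptide for no effect and reference peptide for full effect; strong numbers were not always called active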
MazF activator = activators of E. coli MazEF toxin-antitoxin RNase. P0AE70. FAM/BHQ RNA-DNA oligo cleavage fluorescence, 5 h. activation, % at 20 µM. 0.32% of 350,000 active. AID 504720; in the data active = activation above about 50%
Target sequence (P0AE70 whole entry, looked up): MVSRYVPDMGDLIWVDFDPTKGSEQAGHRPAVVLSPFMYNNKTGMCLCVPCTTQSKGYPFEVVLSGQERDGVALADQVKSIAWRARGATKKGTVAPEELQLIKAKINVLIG
SARS 3CLpro inh = SARS-CoV 3CLpro protease inhibition; AID 1706; 0.14% of 290,000 active; inhibition, % at 6 µM; recombinant SARS-CoV 3CLpro, quenched FRET peptide cleavage; P0C6X7; in the data active = inhibition above about 12%
GDH-TPI counter = inhibits GDH-TPI coupling enzymes, artifact for Mtb FBA screen; GDH-TPI coupled enzyme counterscreen, NADH absorbance; inhibition, % at 4.8 µM; 1.2% of 360,000 active; in the data active = inhibition above about 30%;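 note: 0% = DMSO wells and 100% = wells lacking the enzyme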
Vc quorum ag = inducers of Vibrio cholerae quorum light production without autoinducers; V. cholerae BH1578 lux reporter, luminescence, 6 h; activation, % at 18.7 µM; 0.16% of 350,000 active; AID 588436; in the data active = activation mostly above about 9.7%, no sharp cut-off; note: not every result past the cut was called active; inactives centre near 0; reference of the scale not given here
An asterisk follows results filed as active; i = inactive; / = not tested or not shown. Only part of the results is shown. The share of hits here may be higher or lower than overall.

Compound	DUSP3 inh	PriA SSB inh	GDH-TPI counter	Mtb FBA inh	Rv3671c protease	MazF activator	BioA inh	SARS 3CLpro inh	Vc quorum ag	UGM FP inh
O=C(Cn1cnc2c(oc3ccccc32)c1=O)N1CCCC1	4	-14	1	0	13	3	0.0	1	-0.2	-1.1
Cc1nc2ccccc2c(=O)n1NC(=O)/C=C/c1ccccc1	-2	-7	-2	-2	-4	6	0.5	1	-0.8	-1.1
Cc1cc(NC(=O)CSc2nnnn2-c2ccc(F)cc2)no1	46	7	0	0	9	5	/	2	-0.2	1.6
COCCn1c(CN2CCN(C(c3ccccc3)c3ccccc3)CC2)nc2c1c(=O)n(C)c(=O)n2C	9	-13	5	0	/	14	0.5	-1	0.5	/
CCOc1cc(N2CCOCC2)c(OCC)cc1NC(=O)CSc1ncccn1	17	-1	-6	-4	0	3	/	2	i	1.1
O=C(NCc1ccncc1)NC12CC3CC(CC(C3)C1)C2	-10	-7	6	3	-2	-1	/	3	i	-1.7
Fc1ccc(CNc2cnccn2)cc1	21	-12	18	71*	-3	-4	/	-4	-0.3	1.7
CCc1cc2c(=O)c(-c3nc(C)cs3)coc2cc1OC(C)C(=O)NCCO (centres undefined)	1	2	3	2	2	7	-0.7	3	-0.3	1.7
C#CCOCCOCCOCCNc1nc(N2CCN(C(=O)C([C@@H](C)O)n3cc([C@@H](N)CCCCN)nn3)CC2)nc(N2CCN(C(=O)[C@H](CCCCN)n3cc([C@@H](N)[C@H](C)CC)nn3)CC2)n1 (some centres undefined)	/	1	0	1	-9	26	-1.2	/	-1.5	0.1
COc1cc(C(O)c2nc(-c3ccccc3OC)cs2)ccc1F (centres undefined)	/	/	15	2	/	/	1.0	/	-0.5	/
CC(=O)c1cccc(NC(=O)c2ccc(C)o2)c1	3	-7	-7	0	10	4	/	1	i	-2.8
NC1=NC(=O)C(Cc2ccc(Br)cc2)S1 (centres undefined)	-6	-4	-4	0	-4	7	2.7	-2	-3.1	-1.5
O=C(NCCCN1CCN(c2ccccc2)CC1)Nc1ccccc1C(F)(F)F	17	-3	5	2	2	13	-0.2	7	-2.6	0.0
Cc1ccc(S(=O)(=O)/C(C#N)=C/c2c(N3CC(C)OC(C)C3)nc3c(C)cccn3c2=O)cc1 (centres undefined)	23	2	6	-3	-18	-17	-1.8	3	/	-2.2
CN1c2ccc([N+](=O)[O-])cc2CC2(C(=O)NC(=O)N(c3ccc(Br)cc3)C2=O)C1c1ccccc1 (centres undefined)	13	15	10	-2	-104	-14	/	2	-0.2	4.3
CN(CCc1ccccc1)C(=O)c1ccc(NC(=O)Cc2ccc(NC(=O)C3CCCN(C(=O)C4CCC4)C3)cc2)cc1 (centres undefined)	/	-6	8	5	/	-3	-0.8	/	-0.5	/
Cc1cc(NC(=O)c2ccccc2O)nc(C)n1	15	-19	8	-1	1	18	/	0	-0.6	3.0
CCc1nc2ccc(C(=O)NCc3ccccc3OC)cn2c1N(C)Cc1ccc(OC)cc1	/	/	2	4	/	/	-1.7	/	i	/
CS(=O)(=O)N(CC(=O)Nc1ccccc1C(=O)N1CCCC1)c1ccccc1Br	10	1	1	0	11	-5	0.7	-10	-1.3	1.5
N#CCCN(C(=O)CSc1nnc(-c2ccncc2)n1C1CC1)c1ccccc1	/	-1	3	-2	8	3	2.6	/	i	/
Cc1ccc(NC(=O)C2C3C=CC(O3)C2C(=O)O)cc1C (centres undefined)	12	-1	-1	1	-7	2	-0.1	-6	0.7	-0.5
CC(=O)c1ccc(NC(=O)CSc2nc(=O)cc(N)n2-c2ccccc2)cc1	1	-10	-5	2	-5	12	/	3	-0.3	-0.3
CCCN1CNc2c(c(=O)[nH]c(=S)n2-c2ccc(Cl)cc2)C1	10	-9	-3	-1	2	4	/	8	i	0.9
COc1ccccc1NC(=O)CSc1nc2n[nH]c(C)c2c(=N)n1-c1ccccc1Cl	-3	12	-1	-3	-40	-41	/	-4	-0.2	-1.3
CC(=O)N1CCCc2cc(S(=O)(=O)NC(C(=O)NC(C)c3ccccc3)C(C)C)ccc21 (centres undefined)	14	-12	10	0	-5	11	/	-10	-11	-0.9

Overlap with the part before: 2 compounds; new compounds follow.
Compound	DUSP3 inh	PriA SSB inh	GDH-TPI counter	Mtb FBA inh	Rv3671c protease	MazF activator	BioA inh	SARS 3CLpro inh	Vc quorum ag	UGM FP inh
COc1ccccc1NC(=O)CSc1nc2n[nH]c(C)c2c(=N)n1-c1ccccc1Cl	-3	12	-1	-3	-40	-41	/	-4	-0.2	-1.3
CC(=O)N1CCCc2cc(S(=O)(=O)NC(C(=O)NC(C)c3ccccc3)C(C)C)ccc21 (centres undefined)	14	-12	10	0	-5	11	/	-10	-11	-0.9
CN(C(=O)COC(=O)c1ccccc1SCC(=O)NC1CCCCCCC1)C1CCS(=O)(=O)C1 (centres undefined)	2	-2	6	-3	-7	2	0.9	5	-0.6	-0.4
Cc1cc(=O)oc2c1c(C(F)(F)F)nn2-c1ccccc1	29	4	0	5	-1	-3	-1.2	3	-0.9	2.4
CCC(C)N1C(=O)C2C(C(=O)Nc3cccc(OC)c3)C3C=CC2(O3)C1C(=O)NC1CCCCC1C (centres undefined)	38	-8	8	-7	-4	2	-1.1	-1	-0.3	2.2
CC1=NN(C(=O)c2ccccc2Br)C(O)(c2ccc(Cl)cc2)C1 (centres undefined)	8	-9	5	-2	/	11	5.2	0	-0.3	1.2
CC(C)NC(=O)CN1C(=O)c2cccc3cccc1c23	6	3	2	1	2	14	-0.4	0	i	1.9
COc1ccc(C(CNC(=O)Cc2cccs2)N(C)C)cc1 (centres undefined)	6	1	0	3	0	-3	-1.2	-3	0.1	4.4
Nc1nc(-c2cccs2)c(NC(=O)c2ccccc2)s1	29	5	13	1	12	2	-0.8	0	-2.0	2.4
O=C(O)c1ccc(NC(=S)NC(=O)c2cccnc2)cc1	1	-8	18	0	-2	9	0.3	-2	-0.2	0.8
c1ccc2[nH]c(Cn3nnc4ccccc43)nc2c1	/	5	9	-1	-4	5	1.2	/	-0.4	-0.6
CC(C)CN(C(=O)COC(=O)c1ccccc1SCC(=O)NC1CCCCCC1)C1CCS(=O)(=O)C1 (centres undefined)	0	-8	5	2	-9	6	/	1	-0.2	-2.4
O=C(Oc1ccc(-c2nc(-c3ccccn3)no2)cc1)c1ccccc1	18	-8	0	5	-2	-11	0.3	3	0.8	-1.1
NNC(=O)Cn1c(-c2ccccc2)cc(=O)n2ncnc12	6	-5	-6	-1	-4	14	/	-2	-0.4	-2.6
CC1(C)[C@H]2CC[C@]1(C)[C@@H](OC(=O)C[N+]1(C)CCOCC1)C2	9	-10	13	3	4	11	0.3	6	-7.1	-1.2
O=C(CSc1nc2ccccc2c(=O)n1CCCN1CCOCC1)N1CCN(c2ccccc2)CC1	37	-3	13	-1	1	5	2.1	0	0.0	0.4
CNC(=O)c1sccc1SCc1ccc(Cl)cc1Cl	18	-1	7	-1	-2	6	-1.3	0	/	0.1
COc1ccccc1N1CCN(C(=O)Cc2ccc(Cl)cc2)CC1	1	-13	3	3	-3	-9	2.5	2	i	-1.3
Cc1ccc2oc3c(c(=O)c2c1)C(c1cccc(Br)c1)N(Cc1ccco1)C3=O (centres undefined)	32	-12	-6	5	/	12	-0.2	-1	i	/
O=C(/C=C/c1ccco1)NC(=S)Nc1ccc(O)c(-c2nc3ccccc3s2)c1	9	-1	18	1	-7	2	-2.4	4	0.8	0.1
CCCOc1cccc(-c2cc(C(=O)N/N=C/c3cccnc3)c3ccccc3n2)c1	11	/	23	2	/	-3	11	2	-1.1	-1.9
O=C1CC(C(=O)Nc2cccc(F)c2)n2ncnc2N1 (centres undefined)	11	-7	4	-1	-7	-3	0.6	1	-5.6	0.5
O=C(CCc1ccccc1)NNC(=O)COc1ccccc1	7	-23	3	-1	0	6	-0.9	1	-0.8	-0.3
Cc1occc1C(=O)NCc1ccc(C(=O)O)o1	-20	-5	-3	0	-5	-7	0.4	-2	-0.4	-0.6
CC(=O)NCc1ccc(-c2nc3ccccc3s2)cc1	13	-6	-1	-1	-7	5	-1.1	1	-0.2	-0.3
CCCN1CCC(=O)N(CCSc2ccccc2)CC1	20	-9	-3	-2	-9	2	-1.0	-2	1.5	3.2
CCOCCCN(C(=O)Cn1nnc(-c2ccc(C)o2)n1)C(C(=O)NC1CCCC1)c1ccco1 (centres undefined)	20	2	2	0	1	0	-2.1	-5	-0.3	-0.5
Cc1ccc(C(=O)COC(=O)C2CC3CCCC(C2)C3=O)cc1[N+](=O)[O-] (centres undefined)	/	-7	-9	1	3	6	3.5	/	5.9	-0.2
CNC(C)C(=O)NC(C(=O)N1CCCC1C(=O)NC1CCCc2ccccc21)C(C)C (centres undefined)	/	-9	2	-2	-3	4	-0.3	/	-2.7	0.5
CC1CCCCC1NC(=O)COn1nnc2ccc(Cl)cc21 (centres undefined)	22	-11	-7	2	3	1	-1.4	5	-6.2	1.7
CS(=O)(=O)N1CCN(c2ccccc2NC(=O)c2cccc3ccccc23)CC1	4	-6	3	-4	-6	2	-1.0	4	-4.8	1.6
NC(=O)COC(=O)Cc1coc2cc3c(cc12)CCC3	30	4	4	0	7	-6	/	2	-0.2	1.8
CCOc1cc(CN2CCN(C(=O)c3cccc4ccccc34)CC2)ccc1OC	20	8	0	0	1	-6	-0.2	1	0.0	-0.9
Cc1nn(-c2ccccc2)c2c1c(C)c(CCC(=O)NCC1CCCO1)c(=O)n2C (centres undefined)	15	8	-7	8	-5	15	/	-4	-0.2	-1.2
Cc1cccc(C)c1OCC(=O)Nc1cccc(C(=O)O)c1	38	-12	-9	1	0	0	/	1	-0.3	1.1
O=C(NCCc1ccccc1)[C@@H]1CC=C[C@@H]2CCN(C3CCCCC3)C(=O)[C@@H]21	/	-10	2	2	-2	-4	0.9	/	0.8	-0.6
CC(C)N1CCC2(CC1)Oc1ccc(Br)cc1C1CC(c3cccnc3)=NN12 (centres undefined)	-4	-9	10	-1	-2	-6	/	1	-0.5	2.7
O=C(Nc1nnc(CC(=O)N2CCOCC2)s1)C1COc2ccccc2O1 (centres undefined)	20	-7	5	0	-8	4	-1.7	-1	i	-0.2
O=C(O)CNC(=O)C1COc2ccccc2O1 (centres undefined)	4	-4	2	0	2	11	0.3	1	i	1.7
Cc1ccc(C(C(=O)NC2CCCCC2)N(CC2CCCO2)C(=O)CNC(=O)c2ccco2)cc1 (centres undefined)	8	-1	5	2	1	7	-0.1	1	2.6	0.9
CCn1c(=O)c(C(=O)NCCc2ccc(OC)c(OC)c2)c(O)c2ccccc21	10	-1	0	7	-10	0	-1.4	1	1.6	0.9
Cc1ccccc1/C=N/NC(=O)c1sccc1C	-5	/	10	-3	14	9	-1.7	4	i	-4.5
O=C(Oc1ccccc1)c1cccc2cccnc12	2	-15	6	0	-2	5	-0.7	-3	i	-1.8
CCOc1ccc(S(=O)(=O)N2CCOCC2)cc1NC(=O)C1CSC2(C)CCC(=O)N12 (centres undefined)	/	4	1	3	3	4	0.6	/	i	-1.1
Fc1ccccc1Cn1nnc(-c2ccc3c(c2)OCO3)n1	6	-59	10	1	-5	2	1.4	1	-0.2	1.5

Compounds shown so far with an NH in an aromatic ring:
Compound	DUSP3 inh	PriA SSB inh	GDH-TPI counter	Mtb FBA inh	Rv3671c protease	MazF activator	BioA inh	SARS 3CLpro inh	Vc quorum ag	UGM FP inh
CCCN1CNc2c(c(=O)[nH]c(=S)n2-c2ccc(Cl)cc2)C1	10	-9	-3	-1	2	4	/	8	i	0.9
COc1ccccc1NC(=O)CSc1nc2n[nH]c(C)c2c(=N)n1-c1ccccc1Cl	-3	12	-1	-3	-40	-41	/	-4	-0.2	-1.3
c1ccc2[nH]c(Cn3nnc4ccccc43)nc2c1	/	5	9	-1	-4	5	1.2	/	-0.4	-0.6
